# High-throughput results from PubChem.
# Tb hexokinase: T. brucei hexokinase 1 inhibition; recombinant TbHK1, G6PDH-coupled NADH A340; inhibition, % at 10 µM; 220,000 tested, 0.11% active;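 active = inhibition of 50% or more in the single-dose primary screen; inactive = inhibition below 50%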
# FXIIa inh: factor XIIa (human) inhibition | inhibition, % at 5 µM | AID 800 | P00748 | 220,000 tested, 0.3% active | purified FXIIa, Boc-QGR-AMC fluorogenic substrate, 2 h; in the data active = inhibition above about 40%;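 note: 0% = enzyme with no compound and 100% = blank without enzyme; many of its hits are not listed in these tables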
# Target sequence (P00748 20-372 limits assumed): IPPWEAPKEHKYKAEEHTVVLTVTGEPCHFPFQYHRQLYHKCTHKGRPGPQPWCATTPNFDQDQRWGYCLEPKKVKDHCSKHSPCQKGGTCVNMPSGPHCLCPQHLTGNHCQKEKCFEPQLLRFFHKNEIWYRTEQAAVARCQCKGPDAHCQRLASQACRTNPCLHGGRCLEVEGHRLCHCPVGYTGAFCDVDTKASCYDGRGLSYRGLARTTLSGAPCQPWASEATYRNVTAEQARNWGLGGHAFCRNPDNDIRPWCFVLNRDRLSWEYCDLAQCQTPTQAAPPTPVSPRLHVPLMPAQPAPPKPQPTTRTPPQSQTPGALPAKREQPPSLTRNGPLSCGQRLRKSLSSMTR
# Target sequence (P00748 373-615 limits assumed): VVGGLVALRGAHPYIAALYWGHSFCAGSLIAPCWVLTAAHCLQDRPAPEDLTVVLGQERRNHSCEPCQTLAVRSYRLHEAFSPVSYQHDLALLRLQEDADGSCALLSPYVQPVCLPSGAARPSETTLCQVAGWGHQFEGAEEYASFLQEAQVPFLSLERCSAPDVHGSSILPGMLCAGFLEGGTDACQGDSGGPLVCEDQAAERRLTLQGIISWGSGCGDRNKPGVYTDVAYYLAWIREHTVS
# L929 necroptosis: blocks zVAD induced death of L929 cells; AID 1377; viability rescue, % at 10 µM; 220,000 tested, 0.38% active; L929 zVAD necroptosis rescue, ATP luminescence, 24 h; with zVAD 60 µM;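 active = activation, scaled between plate controls, above about 75%, limit read from the data; inactive = activation under that limit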;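 note: 0% = zVAD with DMSO and 100% = DMSO alone without zVAD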
# Wee1 stabilizer: human Wee1 degradation inhibition, primary screen; P30291; HeLa Luc-Wee1K328M stability, luciferase luminescence; 100% = proteasome inhibitor MG132 effect; reporter increase, % at 5 µM; 220,000 tested, 1.2% active; AID 1321;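 active = activation above the mean of all tested compounds plus 3 SD, set per screening run, cut at about 8.8% in these data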;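 note: cells exposed to compound for 20 h before luminescence read; 0% = DMSO alone and 100% = MG132 at 30 µM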
# FXIa inh 1536: inhibitors of human coagulation factor XIa; purified FXIa, Boc-Glu-Ala-Arg-AMC fluorogenic substrate; inhibition, % at 5 µM; 220,000 tested, 0.14% active;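 active = inhibition of at least 40%; inactive = inhibition below 40%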;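 note: fluorescence of freed AMC excited at 355 nm; 0% = enzyme without compound and 100% = no enzyme blank; many of its hits are not listed in these tables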
# TNF necrop inh: blocks TNF-alpha induced death of Jurkat FADD-/- cells. Jurkat FADD-/- TNF necroptosis rescue, ATP luminescence, 24 h; 0 = TNF only, 100 = no-TNF cells. activation (protection from cell death), % at 10 µM. 220,000 tested, 0.068% active. AID 463075;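 active = activation, meaning protection from cell death, of at least 50% relative to plate controls; inactive = activation below 50%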;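 note: necroptosis triggered by 40 ng/mL TNF-alpha added together with compound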
# PPC-1+TRAIL kill: PPC-1 cancer cell killing with TRAIL present; PPC-1 cells + TRAIL, ATPLite viability luminescence; cell killing (% activity), % at 4 µM; 220,000 tested, 0.41% active;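 active = cell killing above 50% in the first pass at 4 µM, then a duplicate retest at 5 µM averaging 50% or more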;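 note: plate controls were cells with TRAIL plus DMSO for no effect and medium-only wells lacking cells for full effect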
# CHOP inh: CHOP inhibition in unfolded protein response; CHO-K1 CHOP-promoter luciferase, tunicamycin-induced, 15-18 h; inhibition, % at 10 µM; 220,000 tested, 3.8% active;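 active = compounds that reduced the stress-induced luciferase reporter signal by more than about 70% of percent inhibition, limit read from the data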;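 note: 0% = tunicamycin plus vehicle and 100% = wells without tunicamycin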
# PGE2 EP2 inh: EP2 receptor (human) inhibition. P43116. C6 glioma cells expressing human EP2, cAMP TR-FRET; cells stimulated with saturating PGE2. inhibition, % at 25 µM. 260,000 tested, 0.52% active. AID 1422;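 active = percent inhibition above 40 after rounding to a whole number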;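 note: rat C6 glioma host cells with rolipram phosphodiesterase inhibitor present; the protocol text gives 20 µM as final concentration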
# Target sequence (P43116 whole entry, looked up): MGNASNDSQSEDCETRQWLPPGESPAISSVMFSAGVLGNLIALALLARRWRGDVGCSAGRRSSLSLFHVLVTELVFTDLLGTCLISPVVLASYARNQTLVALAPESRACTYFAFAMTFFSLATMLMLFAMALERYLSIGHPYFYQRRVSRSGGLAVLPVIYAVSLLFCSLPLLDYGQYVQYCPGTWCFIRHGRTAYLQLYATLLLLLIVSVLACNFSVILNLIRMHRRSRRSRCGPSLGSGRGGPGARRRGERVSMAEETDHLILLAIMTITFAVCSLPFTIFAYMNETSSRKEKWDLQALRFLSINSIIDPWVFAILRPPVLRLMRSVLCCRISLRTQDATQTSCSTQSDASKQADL
# Active calls of the source: *; . = no result given; & = joins results of further samples; [ ] = another dose, or the depositor's remark. The list is partial; the hit share may differ from the screen's.
# Every second line gives: Tb hexokinase	FXIIa inh	L929 necroptosis	Wee1 stabilizer	FXIa inh 1536	TNF necrop inh	PPC-1+TRAIL kill	CHOP inh	PGE2 EP2 inh
Cc1ccc(/C=C/C2=NN(Cc3ccccc3Cl)C(=O)CC2)cc1
→ -16	18	-0.5	-3	4	0.1	3	74*	5
CCOc1cc(C(=O)NCC(=O)N/N=C/c2sccc2C)cc(OCC)c1OCC
→ -11	-5	-0.3	2	-9	-1.3	11	18	12
O=C(O)C1CC=CCC1C(=O)Nc1ccccc1C(=O)N1CCN(c2ccc(Cl)cc2)CC1 (stereo not given)
→ -3	2	9.5	-1	-7	0.8	3	-13	13
CC(C)(O)P(=O)(O)CCc1ccccc1
→ -11	1	-0.3	3	-9	-0.7	-3	-7	3
Nc1c(C(=O)NCC2CCCO2)c2nc3ccccc3nc2n1-c1ccccc1 (stereo not given)
→ -18	5	86*	1	-5	-8.7	4	48	22
CC(=O)Nc1nonc1NC(=O)CSC1=NCCS1
→ 1	4	2.9	-3	-4	2.8	21	-10	.
COc1cc(/C=N\Nc2nc(-c3cccs3)c(NC(C)=O)s2)ccc1O
→ -54	5	3.0	-2	-1	-5.3	-8	-8	5
CC1CCC(C(C)C)C(OC(=O)Cn2c(-c3ccc(F)cc3)[n+](C)c3ccccc32)C1 (stereo not given)
→ 6	6	1.9	-2	-3	-5.1	23	11	5
COc1ccc(/C=C/C(=O)NCCOc2ccccc2OC)cc1
→ -2	17	1.4	0	6	1.6	12	-37	8
CC1(C)CC(=O)c2c(-c3cccnc3)n[nH]c2C1
→ -4	10	1.5	3	-4	0.9	19	17	3
CN(C)c1ccc(NC(=S)c2ccccn2)cc1
→ -8	11	-0.6	-5	7	-1.6	69*	60	13
Clc1cccc(Cl)c1CNc1ccc(N2CCCC2)cc1
→ 14	-2	-0.4	6	15	-8.6	22	-29	10
CCCc1cc(=O)[nH]c(SCC(=O)N2CCCc3ccccc32)n1
→ -7	8	13	-6	2	0.0	-3	14	12&10
NC1=NC[C@H](Cc2ccc(O)cc2)N1CCCCC1CCCCC1
→ 17	6	0.2	.	-2	-14	22	-1	28
COc1ccc(CCNC(=O)c2ccccc2Cl)cc1OC
→ 1	5	3.6	2	-3	1.2	10	0	11
Clc1cccc(Nc2nc(-c3ccncc3)cs2)c1
→ -5	8	-1.6	4	-1	-0.5	.	64	11&3
O=C(CSCc1c(F)cccc1Cl)NCCSCc1ccco1
→ -4	9	1.6	2	-1	0.2	-14	18	10
Cc1nn(-c2nc3ccccc3[nH]2)c(=O)c2ccccc12
→ -17	6	-2.6	-7	4	-20	97*[5 µM]	98*	12
Cc1ccccc1-c1nnc(NC(=O)c2cc3ccccc3oc2=O)s1
→ -8	6	.	0	-2	-0.4	2	-6	10
CS(=O)(=O)Nc1ccc(Cc2ccc(NS(C)(=O)=O)cc2)cc1
→ 2	-3	0.3	2	-1	0.1	10	7	5

# Every second line gives: Tb hexokinase	FXIIa inh	L929 necroptosis	Wee1 stabilizer	FXIa inh 1536	TNF necrop inh	PPC-1+TRAIL kill	CHOP inh	PGE2 EP2 inh
CCn1nccc1C(=O)Nc1ccc(Cl)cc1Cl
→ -1	10	-1.5	-3	-4	-18	10	24	8
CCc1ccc2oc(-c3cccc(N)c3)nc2c1
→ -4	12	0.4	-1	4	-3.0	47[5 µM]	28	10
CCN(CCO)C1CC(=O)N(c2ccccc2C)C1=O (stereo not given)
→ 1	17	0.0	-1	4	0.1	-1	8	-1
CCOC(=O)C1=C(N)OC2=C(C(=O)CCC2)C1c1ccc(C)s1 (stereo not given)
→ -5	14	3.0	0	4	-1.1	-8	-10	9
CCOc1ccc(C(=O)NCC(=O)OCc2cc(C(C)=O)ccc2OC)cc1
→ 1	7	0.7	0	3	-0.5	13	7	4
O=C1c2cccc3cc(Br)cc(c23)C(=O)N1Nc1ccc(Br)cc1
→ -7	14	0.1	1	5	1.0	4	38	13
COc1ccc(C(=O)/C=C/c2ccccc2C(F)(F)F)cc1
→ -4	10	0.0	-1	1	-5.5	30	-46	2
O=C1C2C(c3ccccc3)C=CC(c3ccccc3)C2C(=O)N1C1CCCCC1 (stereo not given)
→ -1	-4	-0.3	-2	-9	1.1	9	36	6
Cc1ccc(C(=O)NS(=O)(=O)c2ccc(N=NN(C)C)cc2)cc1
→ -19	9	-0.2	-2	0	0.1	24	10	10
COc1cccc(CNC(=O)C2CCN(S(=O)(=O)c3c(C)nn(C)c3C)CC2)c1
→ -1	18	1.0	-2	14	1.0	13	15	13
CCC(=O)Nc1nc2ccc([N+](=O)[O-])cc2s1
→ -28	11	74	2	-1	-11	24	9	11
Cc1c(C(=O)O)oc2ccc(S(=O)(=O)N(CC(C)C)CC(C)C)cc12
→ 0	26	1.2	2	18	2.2	16	5	15
CC1(C)Cc2c(ccc3ccccc23)C2=C(C(=O)N3CCCC3)C(=O)C(=O)N21
→ -26	10	0.5	0	5	-3.6	14	24	4
CNC(=O)Nc1ccc(Cl)cc1
→ 6	11	0.7	1	4	0.0	-9	-7	17
Cc1cc(NC(=O)CN2C(=O)[C@@H]3[C@H](C2=O)[C@@H]2C[C@H]3C(Br)C2Br)no1 (stereo not given in full)
→ 1	6	1.1	6	3	0.6	-11	0	6
CCOc1ccc(NS(=O)(=O)c2ccc3[nH]cc(C(=O)NC(C)CC)c(=O)c3c2)cc1 (stereo not given)
→ -5	-4	6.5	-2	-8	1.5	.	11	.
Cc1oc(-c2cccs2)nc1CN1CC[C@@](O)(c2ccccc2)[C@H]2CCCC[C@@H]21
→ 4	7	1.6	0	-3	3.5	8	21	1
Cc1[nH]n(-c2ccc([N+](=O)[O-])cc2)c(=O)c1C=NCCN1CCN(C(=O)c2cccc(F)c2)CC1
→ -51	12	-2.0	1	5	-7.5	22	-8	23
CCCCC(CC)C(=O)Nc1ccc(Nc2ccccc2)cc1 (stereo not given)
→ 28	18	2.9	-1	8	2.1	3	35	12
O=C(CN1CCN(c2cccc(Cl)n2)CC1)N1CC(O)CO1 (stereo not given)
→ -8	6	0.3	2	-2	0.8	8	10	4

# CHOP inh, entries above that show a hit
Molecule	Tb hexokinase	FXIIa inh	Wee1 stabilizer	FXIa inh 1536	CHOP inh
Cc1ccc(/C=C/C2=NN(Cc3ccccc3Cl)C(=O)CC2)cc1	-16	18	-3	4	74*
Cc1nn(-c2nc3ccccc3[nH]2)c(=O)c2ccccc12	-17	6	-7	4	98*

# The listing continues.
# Every second line gives: Tb hexokinase	FXIIa inh	L929 necroptosis	Wee1 stabilizer	FXIa inh 1536	TNF necrop inh	PPC-1+TRAIL kill	CHOP inh	PGE2 EP2 inh
Nc1nnc(CC(=O)N/N=C/c2ccc(-c3ccc(Cl)cc3Cl)o2)s1
→ -36	4	0.5	3	-1	-0.5	0	62	2
Cc1c(Br)c(C(F)(F)F)nn1CC(=O)NCc1ccco1
→ -1	0	0.1	1	-6	1.1	22	10	7
O=C1COc2ccc(C(=O)COC(=O)c3sc4ccccc4c3Cl)cc2N1
→ -12	1	0.2	0	-4	0.1	-2	21	2
CCOC(=O)N1CCN(C(=O)C2CCN(Cc3ccc(O)c(OCC)c3)CC2)CC1
→ 5	6	-0.7	0	5	1.1	6	-4	2
COc1ccc(Cc2noc(CN(C)CC(O)c3ccccc3)n2)cc1OC (stereo not given)
→ -1	1	1.2	0	-3	1.5	-7	22	4
OC1COC(OCC2OC(OCc3ccccc3)C(O)C(O)C2O)C(O)C1O (stereo not given)
→ -8	5	0.3	2	-2	-0.4	-4	-3	10
COc1cccc2cc(-c3ccnc(N)n3)oc12
→ -26	17	-1.1	2	13	-2.6	13	6	10
COc1ccc(/C=N/OCC(=O)N=Nc2c(O)[nH]c3ccc(Br)cc23)cc1OC
→ 5	4	2.8	1	2	3.5	18	24	9
O=C(Nc1cccc2cccnc12)c1cccnc1
→ -4	19	0.1	-3	10	-2.9	-5	-1	5
COc1ccc(C(=O)NC(=S)NCCO)cc1Br
→ 2	19	0.1	3	7	-2.6	22	-28	-7
O=c1oc2ccccc2c2c1nc(C(F)(F)F)n2-c1ccccc1
→ -3	10	0.1	0	10	2.0	3	8	4
CC1(OC(=O)C2CCCC2)C(=O)C=C2C=C(c3ccsc3)N(CC3CC3)C=C2C1=O (stereo not given)
→ -33	2	-0.5	.	-1	-2.8	17	-3	13
COc1ccccc1/C=C1\SC(=S)N(CCC(=O)NC2=NCCS2)C1=O
→ 27	3	0.1	1	7	0.4	9	60	6
CC(=O)n1nc(-c2ccc(C)cc2)nc1NCc1ccc(F)cc1
→ 0	-7	16	0	-9	1.4	11	44	10
Cn1cnc2cc(OC(=O)c3ccccc3)ccc21
→ -4	10	0.1	6	1	-0.8	-12	-43	14
O=C(C1=C(O)C(=O)N(c2nccs2)C1c1ccccc1)c1cc2ccccc2o1 (stereo not given)
→ -13	13	0.7	-1	-2	-3.4	10	-26	16
COc1cc(/C=N/NC(=O)CCc2ccccc2)ccc1O
→ -19	9	-0.2	-1	5	-3.0	13	21	.
CCOc1ccc(NC(=O)C[n+]2ccccc2)cc1
→ 13	6	0.9	-1	1	1.2	-4	5	11
Cc1ccccc1C(=O)NC(=S)N(C)CCc1ccccn1
→ 3	6	0.5	1	-7	0.9	11	-8	7
COc1ccc(CNc2nc(-c3cccnc3)nn2C(=O)c2cccs2)cc1
→ -7	6	26	-2	0	2.9	-11	28	.

# Every second line gives: Tb hexokinase	FXIIa inh	L929 necroptosis	Wee1 stabilizer	FXIa inh 1536	TNF necrop inh	PPC-1+TRAIL kill	CHOP inh	PGE2 EP2 inh
COc1ccc(/C=C/C(=O)c2sc(-c3ccc(Cl)cc3)nc2C)cc1
→ -27	2	0.8	1	-6	0.5	17	-6	13
O=C(NC1CC1)C1=C[C@@H](c2ccccc2)C[C@@H](OCc2ccc(CO)cc2)O1
→ -5	4	-0.5	.	-1	0.8	19	0	-2
c1ccc2[nH]c(CSc3nc4ccccc4s3)nc2c1
→ 1	11	1.0	7	2	1.4	13	25	10
CCOc1cc(S(=O)(=O)N2CCCCC2)ccc1Cl
→ 8	18	0.1	-1	5	0.2	13	29	.
O=C(CCC(=O)c1ccc[nH]1)c1ccc(Cl)cc1
→ -4	9	0.1	2	0	15	10	-5	12
CC(C)NC(=O)c1ccccc1S(=O)(=O)c1ccccc1C#N
→ -1	10	0.0	-1	3	-2.7	3	-10	11
CC(C)(C)NC(=O)NC(=O)CN1CCc2ccccc21
→ -3	1	0.2	2	-3	-0.1	-8	10	4
O=C(NCCN1CCOCC1)c1cc(-c2ccco2)on1
→ -5	0	0.6	0	-1	-6.5	-16	-1	.
CC1(C)CC(=O)C/C(=N\NC(=O)C2CC23CCC3)C1 (stereo not given)
→ -3	8	-0.1	-2	4	0.5	13	-5	6
CCN(CC)c1ccc(C(=O)N/N=C(\C)c2cccc(OC)c2)cc1
→ -34	6	3.3	3	4	1.4	3	12	22
Cc1oc(/C=N/NC(=O)CC2(C)OCCO2)cc1Br
→ -16	6	2.5	-2	1	2.2	17	21	1
O=C(c1cccc(F)c1)N1CCN(Cc2c[nH]c3ccccc23)CC1
→ 0	11	0.7	-1	-12	1.3	11	23	12
O=C(/C=C/N1CCOCC1)c1ccc(-c2ccccc2)cc1
→ -27	16	0.1	1	6	-3.5	-10	10	8
COc1ccc(CCNC(=O)NC23CC4CC(CC(C4)C2)C3)cc1OC
→ 4	17	0.2	1	8	0.2	15	-10	11
CN(C(=O)COC(=O)c1ccccc1Nc1ccccc1)C1CCS(=O)(=O)C1 (stereo not given)
→ 1	8	0.8	3	0	0.1	-6	16	9

# Arranged by value in FXIIa inh (high to low): 3 of the compounds above.
structure | FXIIa inh
O=C(c1cccc(F)c1)N1CCN(Cc2c[nH]c3ccccc23)CC1 | 11
CC1(C)CC(=O)C/C(=N\NC(=O)C2CC23CCC3)C1 (stereo not given) | 8
Cc1oc(/C=N/NC(=O)CC2(C)OCCO2)cc1Br | 6
